Assay outcomes (PubChem BioAssay)
MgcRacGAP inhibition: MgcRacGAP GTPase-activating activity inhibitors, confirmation, biochemical, ADP Hunter fluorescence; MgcRacGAP-stimulated Rac1 GTP hydrolysis, ADP Hunter fluorescence; higher % means a stronger effect; GST-tagged Rac1 F28L mutant substrate; inhibition, % at 30 µM, or IC50 in µM where a hit was titrated; 340,000 tested, 0.6% active; AID 624330;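 active means first-screen hits whose inhibition reached a set limit at any dose in the follow-up dose series; inconclusive means inhibition above the set first-screen limit but never retested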;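 further: fluorescence reports GDP produced by GAP-driven GTP hydrolysis; strong numbers were not always called active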
Salmonella PhoP GFP: PhoP-dependent GFP reporter repression – Salmonella Typhimurium, primary screen (AID 1863) | inhibition, % at 50 µM; hits with a dose series show IC50 in µM | 300,000 tested, 0.16% active | S. Typhimurium PhoP-regulated promoter GFP reporter, 4 h; higher % means a stronger effect;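 active means inhibition over 29.93%, a cutoff 3 SD above the screen mean, later confirmed by dose response; inconclusive means inhibition over 29.93% but no dose response follow-up; inactive means inhibition at most 29.93% or unconfirmed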;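 further: 0% = low Mg2+ inducing control and 100% = high Mg2+ repressing control; strong numbers were not always called active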
WT yeast gro inh: growth inhibition of WT yeast, mitochondrial fusion screen; mitochondrial fusion phenotypic screen, WT strain; inhibition, % at 10 µM; 190,000 tested, 2.1% active; AID 1362; in the data active means inhibition above about 58%; tested in S. cerevisiae
West Nile virus CPE: inhibition of WNV-induced cytopathic effect – cell-based, CPE readout (AID 1621); West Nile virus-infected cells, CPE inhibition; higher % means a stronger effect; one-dose CPE inhibition, % at 10 µM; IC50 in µM for titrated hits; 290,000 tested, 0.02% active; in the data active means a potency from the dose series; inconclusive means CPE inhibition mostly from about 3.7% at the one dose, without a potency; inactive means the rest, 99 in 100 with CPE inhibition below about 2.2%; further: strong numbers were not always called active
T cell HTS: modulates CD8 T cell binding to vesicles; 2C CD8+ T cell-vesicle binding, flow cytometry; hits give low values; calls only at 7 µM; 330,000 tested, 0.068% active;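 active means response, share of CD8 T cells binding vesicles, and their 90th percentile fluorescence all below set limits, cut at about 80% in these data, passing the limit was not always enough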
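Also added: QL9-peptide-loaded Drosophila micro-vesicles bearing Ld, ICAM-1 and B7-1; Test system: purified 2C TCR transgenic mouse naive CD8+ T cells; Measured by: cytometric PE anti-B7-1 and Alexa647 anti-CD8 signals after 1% paraformaldehyde fixation; Timing: binding step 1.5 h, 37 °C, antibody labelling 20 min, ice.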
RSV CPE inhibition: RSV antiviral activity via CPE protection, HEp-2 cells, primary 10 µM value included (AID 2391); 310,000 tested, 0.13% active; HEp-2 cells, RSV-induced CPE inhibition; higher % means a stronger effect; one-dose CPE inhibition, % at 10 µM; IC50 in µM for titrated hits; in the data active means a potency from the dose series; inconclusive means CPE inhibition mostly from about 23% at the one dose, without a potency; inactive means the rest, 99 in 100 with CPE inhibition below about 21%; further: strong numbers were not always called active
SV40 large T antigen: TAg ATPase/helicase activity blockers – biochemical (AID 1903); inhibition, % at 20 µM, or IC50 in µM where a hit was titrated; SV40 large T antigen ATPase/helicase inhibition assay; higher % means a stronger effect; 310,000 tested, 0.39% active; in the data active means a potency from the dose series; inconclusive means inhibition mostly from about 32% at the one dose, without a potency; inactive means the rest, 99 in 100 with inhibition below about 32%; further: strong numbers were not always called active
Myeloid diff MLP: myeloid differentiation induction; ER-HoxA9 myeloid progenitors, lysozyme-GFP differentiation, flow cytometry; 360,000 tested, 1% active; calls only at 10 µM;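 active means normalized GFP-positive differentiation at or above the plate's own cutoff, the solvent-only control mean plus 3 SD; inconclusive means no clear call, values can overlap the other calls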;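 further: cells exposed to compound for four days before flow analysis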
b-catenin transl: modulators of beta-catenin nuclear translocation; nuclear translocation activity, % at 5 µM; HeLa beta-catenin nuclear translocation, immunofluorescence imaging; 190,000 tested, 0.3% active;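 active means nuclear translocation activity above 50% at 5 µM, with a well cell count of 50 or more; inconclusive means wells under 50 cells across six images, flagged as toxic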;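 further: per-cell ratio of nuclear to cytoplasmic median beta-catenin stain intensity; plate controls were DMSO negative control for no effect and GSK-3 inhibitor IX positive control for full effect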
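Test system: human HeLa cells, endogenous beta-catenin. Times: 24 h compound exposure, 37°C. Measured by: beta-catenin immunofluorescence imaging with DAPI.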
WT yeast gro inh mutant strain: further read-out of WT yeast gro inh, marked with its call; inhibition, %; mitochondrial fusion phenotypic screen, mutant strain inhibition
b-catenin transl cell count 5 µM: recorded beside b-catenin transl, whose call it bears; cell count; measured here: cell count, cytotoxicity flag
T cell HTS vesicle-bound %: further read-out of T cell HTS, marked with its call; double positive events, %; measured here: CD8+ vesicle-bound cell fraction;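 binding gate set so that unloaded-vesicle control wells show 10% double positive cells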
Myeloid diff MLP GFP+ MAC1+ %: also measured in Myeloid diff MLP; calls as there; GFP+ MAC1+ double positive, %; measured here: differentiation confirmed by MAC1 staining
An asterisk follows results filed as active; i = inactive; ? = inconclusive; · = no result given. Random draw from the library. Share with any hit: about 3.6%.

SMILES	MgcRacGAP inhibition	Salmonella PhoP GFP	WT yeast gro inh	WT yeast gro inh mutant strain	West Nile virus CPE	T cell HTS	T cell HTS vesicle-bound %	RSV CPE inhibition	SV40 large T antigen	Myeloid diff MLP	Myeloid diff MLP GFP+ MAC1+ %	b-catenin transl	b-catenin transl cell count 5 µM
Cc1coc2c(C)c3oc(=O)c(CC(=O)N[C@@H](CC(C)C)C(=O)O)c(C)c3cc12	7.9%	·	·	·	1.6%	i	29.2	1.2%	7.7%	i	0.6	·	·
CC(C)SCCCOc1ccc(C(C)(C)C)cc1	8.2%	8.2%	2.9	5.0	-0.2%	i	59.0	0.5%	14.4%	i	1.2	·	·
CC(C)(COC(=O)Nc1ccccc1)COC(=O)Nc1ccccc1	4.1%	-3.0%	·	·	0.0%	i	57.6	?	5.1%	i	0.3	·	·
COc1ccccc1OCCNC(=O)CN1C(=O)NC2(CCCCC2)C1=O	2.7%	·	·	·	·	i	6.5	0.8%	·	i	0.7	·	·
CSc1nn(-c2ccc(C(=O)OCC(=O)NC(=O)NC(C)C)cc2)c(=S)s1	3.6%	1.1%	52.4	23.5	1.0%	i	47.2	3.4%	0.5%	?	·	-2.7	984
COc1cc(C(=O)c2ccccc2)c([N+](=O)[O-])cc1OC	·	-4.6%	·	·	0.0%	i	30.0	1.6%	7.4%	i	0.4	-0.2	1364
CC(C)CCNC(=O)NC(=O)CSc1nnc(-c2ccccc2Br)o1	2.9%	-4.7%	32.2	21.2	-0.5%	i	36.1	9.7%	9.2%	i	0.9	-2.2	1220
O=C(OCc1nc2ccccc2s1)C1CCN(S(=O)(=O)c2cccs2)CC1	-1.5%	-3.5%	2.7	0.8	0.2%	i	44.7	1.4%	-0.8%	i	0.6	-3.4	1208
Cc1ccc(C(=O)/C=C2\NCCNC2=O)cc1	-1.4%	-0.2%	16.6	6.0	0.7%	i	50.2	-0.3%	13.4%	i	0.2	4.0	961
CCc1cc2c(=O)n(Cc3ccco3)c(SCC(=O)NCC3CCCO3)nc2s1 (centres undefined)	3.9%	-4.1%	·	·	-0.1%	i	16.9	8.6%	5.6%	i	0.5	·	·
Cc1ccc(-c2nc(S(=O)(=O)c3ccccc3)c(SCC(=O)NCC3CCCO3)o2)cc1 (centres undefined)	3.2%	-0.5%	·	·	0.1%	i	18.9	0.9%	4.5%	i	1.2	·	·
Cn1cc(/C=N/n2cnc3scc(-c4ccc(Cl)cc4)c3c2=O)c2ccccc21	8.2%	3.1%	15.2	-14.4	1.3%	i	42.9	-0.6%	-1.0%	?	·	187.4*	624*
Cc1cc(C(=O)COc2cccc3cccnc23)c(C)n1C	5.8%	-65.1%	-18.4	2.0	-0.4%	i	48.0	-0.5%	17.9%	i	0.7	0.2	1033
COc1ccc(NC(=O)CN(C)C(=O)c2ccc(C)s2)cc1	4.5%	3.1%	-22.6	-38.4	0.0%	i	27.7	2.4%	0.0%	i	0.5	-1.4	1354
Cc1cc(C)cc(C(=O)NCC(=O)OCc2nc(N)nc(Nc3ccccc3C)n2)c1	2.4%	·	·	·	·	i	8.2	1.1%	·	i	0.7	·	·
Cc1cccc(CSc2nnc([C@@H]3CCCN3)o2)c1	12.7%	-3.0%	·	·	0.1%	i	25.6	·	12.7%	i	0.4	-1.0	1319
COc1ccc(N2CCN(C(=O)COC(=O)CNC(=O)c3cccc(OC(F)F)c3)CC2)cc1	16.9%	·	·	·	·	i	49.4	0.2%	·	i	0.1	·	·
Cc1ccc(N2C(=O)c3ccc(C(=O)NCCN4CCOCC4)cc3C2=O)cc1	4.7%	-6.8%	-3.6	0.2	·	i	31.4	0.4%	3.3%	i	1.6	-3.8	860
N#CC(=C=[N-])/C=C(\C(=O)c1ccccc1)[n+]1ccccc1	7.3%	6.3%	·	·	1.5%	i	10.2	2.0%	9.5%	i	0.9	0.5	1011
COc1ccc(/C(C)=N\n2cnnc2)cc1	4.9%	6.4%	-12.9	-12.9	-0.1%	i	42.6	1.4%	12.0%	i	0.3	-4.2	1252
O=S(=O)(Nc1ncccn1)c1ccc(NC(=S)Nc2ccccc2Cl)cc1	12.3%	21.3%	·	·	0.0%	i	33.3	1.0%	12.8%	i	0.3	-2.2	1266
CC(C)CN(C(=O)CCCSc1nc2ccccc2[nH]1)c1c(N)n(Cc2ccccc2)c(=O)[nH]c1=O	5.4%	-6.6%	·	·	·	i	22.5	1.3%	24.0%	i	0.8	·	·
COCc1[nH][nH]c(=O)c1C=Nc1ccc(F)cc1F	6.8%	-14.6%	-5.5	11.8	·	i	38.2	0.5%	8.3%	i	0.2	-8.3	1089
COCCCNC(=O)CSc1nc2ccccc2c(=O)n1CCC(=O)NCCc1ccc(OC)c(OC)c1	1.3%	8.5%	17.1	11.3	-0.7%	i	25.7	1.0%	-5.8%	i	0.2	·	·
O=C(Nc1ccc2c(c1)OC1(CCCC1)O2)C1CC1	9.8%	0.5%	21.8	-5.8	-0.4%	i	40.0	0.6%	5.4%	i	1.4	-2.0	1134

Single records (already shown). Screens in order: MgcRacGAP inhibition	Salmonella PhoP GFP	WT yeast gro inh	WT yeast gro inh mutant strain	West Nile virus CPE	T cell HTS	T cell HTS vesicle-bound %	RSV CPE inhibition	SV40 large T antigen	Myeloid diff MLP	Myeloid diff MLP GFP+ MAC1+ %	b-catenin transl	b-catenin transl cell count 5 µM
Shown for `CC(C)(COC(=O)Nc1ccccc1)COC(=O)Nc1ccccc1` = 4.1%	-3.0%	·	·	0.0%	i	57.6	?	5.1%	i	0.3	·	·
Shown for `COc1ccc(N2CCN(C(=O)COC(=O)CNC(=O)c3cccc(OC(F)F)c3)CC2)cc1` = 16.9%	·	·	·	·	i	49.4	0.2%	·	i	0.1	·	·

Next part
SMILES	MgcRacGAP inhibition	Salmonella PhoP GFP	WT yeast gro inh	WT yeast gro inh mutant strain	West Nile virus CPE	T cell HTS	T cell HTS vesicle-bound %	RSV CPE inhibition	SV40 large T antigen	Myeloid diff MLP	Myeloid diff MLP GFP+ MAC1+ %	b-catenin transl	b-catenin transl cell count 5 µM
Cc1cc(S(=O)(=O)N2CCCC2)ccc1OCC(=O)NCc1ccco1	3.8%	-3.3%	-8.0	-0.4	-0.3%	i	6.8	3.6%	9.1%	i	3.9	-0.3	945
Cn1nnnc1SCC(=O)Nc1cc(C(=O)O)cc(C(=O)O)c1	2.9%	-11.2%	-0.9	2.9	-0.3%	·	·	0.6%	1.2%	i	3.1	5.4	964
CCCC(=O)N=c1sc2c(OC)ccc(OC)c2n1C	7.2%	-0.9%	·	·	-0.1%	i	53.2	1.9%	45.4%	i	0.5	-2.8	1183
COc1cc(OC)nc(Oc2ccccc2/C=N/O)n1	-2.1%	·	·	·	·	i	27.7	2.5%	13.2%	i	0.6	·	·
CCNc1nc(NC(C)C)nc(OCC)n1	11.9%	-7.3%	6.1	16.7	0.3%	i	19.4	1.4%	10.5%	i	0.8	·	·
CCNC(=O)CC1C(=O)N(c2cccc(OC)c2)C(=O)N1CCOC (centres undefined)	5.9%	-4.6%	-15.4	-1.6	0.3%	i	45.0	0.7%	17.5%	i	1.4	0.7	1005
CCS(=O)(=O)N1CCN(C2Cc3ccccc3C2)CC1	13.9%	0.9%	0.4	-6.8	0.2%	i	53.6	0.3%	-1.1%	i	1.7	-2.4	1221
COc1ccc(Cc2nnc(Nc3ccc4c(c3)OCCO4)[nH]c2=O)cc1	2.7%	6.8%	3.7	-4.6	-0.9%	i	34.5	3.1%	1.8%	i	0.3	-0.3	1131
O=C(CNCCc1ccccc1)Nc1ccc(C(=O)N2CCCCC2)cc1	12.1%	9.3%	·	·	0.2%	i	31.4	-0.3%	31.8%	i	1.6	·	·
COc1ccccc1C(=O)NC(C)c1cccc2ccccc12 (centres undefined)	4.5%	4.5%	·	·	-0.4%	i	22.0	19.0%	1.4%	i	1.7	·	·
COc1cc2c(c(OC)c1OC)-c1ccc(NC(=O)c3ccccc3)c(=O)cc1[C@@H](NC(C)=O)CC2	1.1%	2.9%	·	·	0.0%	i	28.8	9.0%	-0.7%	i	0.3	·	·
CSc1ccccc1NC(=O)COc1ccc(Cl)cc1C	4.4%	-3.9%	50.4	14.5	-0.2%	i	33.9	1.9%	28.0%	i	0.7	9.5	722
CN(C)S(=O)(=O)Oc1ccccc1C(=O)Nc1ccc(F)cc1	-10.6%	-4.2%	-6.9	6.3	-0.6%	i	58.1	-0.4%	3.0%	i	0.4	0.7	1564
COC(=O)c1sc(NC(=O)c2ccc(C)o2)nc1C	-3.0%	-1.7%	18.0	11.2	-0.9%	i	39.8	3.1%	4.7%	i	0.3	-1.4	543
O=C(NN=C1CCCCCC1)c1ccc(Br)o1	7.3%	2.8%	6.5	13.0	-0.1%	i	8.4	3.7%	-5.8%	i	0.4	·	·
O=c1ccc(Br)c[nH]1	-2.4%	-4.7%	-12.5	-21.4	-0.1%	i	51.0	1.1%	6.8%	i	1.4	0.2	1422
Cc1cc(NS(=O)(=O)c2ccc(NC(=O)COc3ccc(Cl)cc3)cc2)no1	11.0%	-8.2%	17.8	20.0	·	i	49.4	3.5%	18.9%	i	1.0	1.1	1065
Cc1n[nH]c(=O)nc1NC(C)c1ccccc1 (centres undefined)	3.9%	21.6%	-8.3	-0.3	0.6%	·	·	0.8%	3.0%	i	1.1	·	·
CCS(=O)(=O)N1CCN(Cc2c[nH]c3ccccc23)CC1	22.3%	6.2%	6.4	-4.3	-0.1%	i	36.5	2.1%	1.9%	i	1.0	-0.1	1163
O=C(Oc1ccc(-n2cnnn2)cc1)c1ccccc1	6.3%	·	-6.2	-13.6	-0.1%	i	12.4	-1.4%	·	i	0.3	0.9	1501
COC(=O)Cn1c2nc3ccccc3nc2c2cccc(C)c21	2.0%	-7.5%	·	·	-0.1%	i	11.6	1.0%	13.6%	i	0.2	·	·
CCOC(=O)C1(Cc2cccc(OC)c2)CCCN(S(=O)(=O)N(C)C)C1 (centres undefined)	2.4%	-2.6%	·	·	-1.2%	i	68.2	1.4%	10.2%	i	0.4	·	·
Cc1c(Cl)c([N+](=O)[O-])nn1CC(=O)NCc1cccs1	6.6%	7.8%	-9.4	3.0	-0.6%	i	46.2	1.7%	11.8%	i	0.5	-1.2	1209
